IP6K1 inhibitor: Primary qHTS assay for small molecule inhibitors of Inositol hexaphosphate kinase 1 (IP6K1). activity change, % (series mostly up to about 58 µM). IP6K1 kinase, ADP-Glo luminescence, 2 h; active compounds read low. AID 1645851, 2021. Inositol hexakisphosphate kinase 1 (Homo sapiens), Q92551. 140,000 compounds, 0.81% hits; in the data active = activity change below about -25%
Target sequence (Q92551 whole entry, looked up): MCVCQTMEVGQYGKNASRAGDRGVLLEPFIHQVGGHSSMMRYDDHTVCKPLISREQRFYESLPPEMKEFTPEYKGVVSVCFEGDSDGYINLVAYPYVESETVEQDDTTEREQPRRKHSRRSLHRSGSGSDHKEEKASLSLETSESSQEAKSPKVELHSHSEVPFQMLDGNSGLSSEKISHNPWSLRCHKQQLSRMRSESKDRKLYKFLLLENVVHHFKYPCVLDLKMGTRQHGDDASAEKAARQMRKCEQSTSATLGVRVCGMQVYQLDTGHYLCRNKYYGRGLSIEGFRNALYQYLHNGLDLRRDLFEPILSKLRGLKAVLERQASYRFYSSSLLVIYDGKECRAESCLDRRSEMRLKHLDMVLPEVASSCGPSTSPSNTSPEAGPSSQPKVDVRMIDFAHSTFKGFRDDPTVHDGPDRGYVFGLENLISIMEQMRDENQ
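ADP-Glo luminescence measures ADP made by human IP6K1 during a 2 h RT reaction with ATP/IP6 (mix at 1.3 mM/130 uM); top library doses 57.5 and 19.1 uM final.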
FLuc inh: Firefly luciferase inhibition profiling of diverse chemical library using quantitative high-throughput screening; purified P. pyralis luciferase, luminescence, biochemical; Potency, µM (top dose mostly 115 µM), for the others: at the highest dose activity change, negative = inhibition, usual class: inhibitors; 76,000 compounds, 2.5% hits; AID 1347043, 2019; note: potency is the fitted concentration of half-maximal effect; nearly all actives have a fitted effect of over 65% in size
Target sequence (P08659 whole entry, looked up): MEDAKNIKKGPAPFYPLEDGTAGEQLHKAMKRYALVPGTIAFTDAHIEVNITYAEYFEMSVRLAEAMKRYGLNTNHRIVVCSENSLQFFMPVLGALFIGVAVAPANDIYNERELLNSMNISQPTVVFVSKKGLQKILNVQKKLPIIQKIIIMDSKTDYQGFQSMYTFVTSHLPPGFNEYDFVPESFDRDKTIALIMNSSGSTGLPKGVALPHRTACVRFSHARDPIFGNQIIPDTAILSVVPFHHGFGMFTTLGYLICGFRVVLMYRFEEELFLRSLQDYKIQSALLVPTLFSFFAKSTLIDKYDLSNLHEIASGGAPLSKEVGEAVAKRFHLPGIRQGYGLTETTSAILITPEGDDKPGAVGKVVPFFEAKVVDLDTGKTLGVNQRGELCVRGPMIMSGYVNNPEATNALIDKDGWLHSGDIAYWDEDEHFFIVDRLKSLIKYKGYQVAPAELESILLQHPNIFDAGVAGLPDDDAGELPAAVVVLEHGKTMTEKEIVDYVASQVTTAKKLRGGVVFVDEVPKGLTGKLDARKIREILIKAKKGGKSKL
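Inhibitors were tested against purified firefly luciferase in a biochemical, low-substrate format (both substrates at 10uM) and luminescence measured with a CCD imager.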
HEK293 tox: Cytotoxic Profiling in HEK 293 Cell Line of Diverse Libraries Using Quantitative High-Throughput Screening; HEK 293 viability, ATP luminescence (CellTiter-Glo), 48-72 h; Potency, µM (highest dose often 115 µM), without a hit: at the top dose activity change, negative = cytotoxicity, hits mostly inhibitors; 94,000 compounds, 6.6% hits; note: potency is the fitted concentration of half-maximal effect; nearly all actives have a fitted effect of over 60% in size
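ATP-coupled CellTiter-Glo luminescence served as viability read-out, recorded 10 min after reagent addition at room temperature. HEK 293 cells, 250 cells/well, had been incubated with pintool-transferred compound for 48 or 72 hr at 37 degree Celsius.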
SNCA expr inh: Primary qHTS assay for inhibitors of alpha-synuclein gene (SNCA) expression; 140,000 compounds, 0.17% hits; Potency, µM (titrated, usually from 57.2 µM), for inactives: at the top dose activity change, negative = inhibition, most hits filed as inhibitors; HEK-293 SNCA-luciferase knock-in, luminescence, 24 h;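 note: potency is the fitted concentration of half-maximal effect; plate controls were DMSO cells for no effect and cell-free wells for full effect; nearly all actives have a fitted effect of over 45% in size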
HEK293 viab: GF-AFC viability counterscreen for inhibitors of alpha-synuclein gene (SNCA) expression; Potency, µM (series often up to 57.1 µM), inactives show top-dose activity change, negative = cytotoxicity, actives largely listed as cytotoxic; AID 1671193, 2021; 150,000 compounds, 0.12% hits; HEK-293-SNCA-luc viability, GF-AFC fluorescence, 24 h;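 note: potency is the fitted concentration of half-maximal effect; 0% = DMSO-treated cells and -100% = medium-only wells without cells; nearly all actives have a fitted effect of over 30% in size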
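Cytotoxicity counterscreen: after 24 h compound treatment of genome-edited SNCA-luciferase HEK-293 cells, live-cell protease substrate GF-AFC read by fluorescence after 30 min; activity scaled between DMSO (0%) and medium-only (-100%), curves Hill-fitted.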
NIH3T3 tox: Cytotoxic Profiling in NIH 3T3 Cell Line of Diverse Libraries Using Quantitative High-Throughput Screening. NIH 3T3 viability, CellTiter-Glo ATP luminescence, 48-72 h. Potency, µM (top dose mostly 96.7 µM), for inactives: top-dose activity change, negative = cytotoxicity, most hits filed as inhibitors. 94,000 compounds, 4.3% hits. AID 1345082, 2018; note: potency is the fitted concentration of half-maximal effect; nearly all actives have a fitted effect of over 55% in size
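Luminescent ATP readout (CellTiter-Glo, 10 min RT) after 48 or 72 hr compound exposure of NIH 3T3 cells seeded at 400 cells/well in 1536-well format; quantitative HTS.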
GPT2 inh: Primary qHTS assay for inhibitors of Glutamate pyruvate transaminase 2 (GPT2); Alanine aminotransferase 2 (Homo sapiens), Q8TD30; Recombinant GPT2, coupled pyruvate oxidase/HRP Amplex Red fluorescence; Potency, µM (highest dose often 57.7 µM), for inactives: top-dose activity change, negative = inhibition, actives largely listed as inhibitors; 100,000 compounds, 0.25% hits; AID 1671188, 2021; note: potency is the fitted concentration of half-maximal effect; nearly all actives have a fitted effect of over 60% in size; many of its hits are not listed in these tables
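Fluorescence read-out: pyruvate from GPT2 turnover coupled to pyruvate oxidase, HRP and Amplex Red (0.2mM ThPP, 0.2U/mL PO and HRP, 50uM Amplex final). Substrates 250uM a-KG, 2mM L-alanine; enzyme 10ng/uL; 30 min RT.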
* = called active by the depositor; i = inactive; u = inconclusive; x = no result given; [ ] = another dose, or the depositor's remark. Unless noted, calls come from the whole dose curve; as a rule, active = well fitted curve in the direction sought with a large enough effect; inconclusive = small, poorly fitted or top-dose-only effect, or another doubt; inactive = no such curve, though single readings can be large; an effect the other way counts as inactive or inconclusive. Unless noted, % is set by controls: 0 for no effect and ±100 for the full control effect.

SMILES	IP6K1 inhibitor	FLuc inh	HEK293 tox	SNCA expr inh	HEK293 viab	NIH3T3 tox	GPT2 inh
COc1ccc(CN2C=C(C(=O)OCc3noc(-c4ccc(C)c(C)c4)n3)C(C)=NS2(=O)=O)cc1	3	-4%	u	-9%	10%	-25%	i
Cc1ccc(NC(=O)Cn2c(N3CCCCC3)nc(C)c(C)c2=O)c(C)c1	5	-2%	-22%	-1%	-11%	-3%	4%
COc1cccc(CC(=O)N2CCCC(c3nc(-c4ccccc4)no3)CCNC(=O)CC2)c1 (stereo not given)	9	u	i	-8%	-6%	-30%	1%
Cc1noc(C)c1Cn1cc2c3c(cccc31)[C@H](CC(C)C)N[C@H](C(=O)O)C2	0	-6%[172 µM]	-22%[172 µM]	11%[87.6 µM]	-7%[87.6 µM]	u	3%[88.5 µM]
O=C(NCCc1ccccc1F)c1ccc2nc(-c3cccnc3)oc2c1	2	x	5%	-14%	2%	-13%	2%
COc1ccccc1N1CCN(C(=O)[C@@H]2Cc3c[nH]c4cccc(c34)[C@H](CC(C)C)N2)CC1	8	-12%	u	u	-6%	u	i
CC(=O)Nc1cccc(NC(=O)CSc2ccc(-c3sc(-c4ccccc4)nc3C)nn2)c1	25	x	x	125%[activator]	u	x	x
COCC(=O)N[C@@H]1CN(Cc2cccc(OC)n2)CC[C@@H]1c1nc(C)no1	28	-8%	-12%	5%	-7%	-15%	3%
Cc1ccc(-n2ncc(C(=O)NCCCN3CCCCC3)c2C2CCN(C(=O)OC(C)(C)C)CC2)c(C)c1	24	x	x	-24%	-1%	x	x
COc1ccccc1-c1cccc(CN2CCC(NC(=O)NC3CCCC3)CC2)c1	-3	x	40µM*	-2%	u	28µM*	-5%

Four compounds picked at random from the list so far, as already listed:
SMILES	IP6K1 inhibitor	FLuc inh	HEK293 tox	SNCA expr inh	HEK293 viab	NIH3T3 tox	GPT2 inh
COc1ccc(CN2C=C(C(=O)OCc3noc(-c4ccc(C)c(C)c4)n3)C(C)=NS2(=O)=O)cc1	3	-4%	u	-9%	10%	-25%	i
Cc1noc(C)c1Cn1cc2c3c(cccc31)[C@H](CC(C)C)N[C@H](C(=O)O)C2	0	-6%[172 µM]	-22%[172 µM]	11%[87.6 µM]	-7%[87.6 µM]	u	3%[88.5 µM]
O=C(NCCc1ccccc1F)c1ccc2nc(-c3cccnc3)oc2c1	2	x	5%	-14%	2%	-13%	2%
COc1ccccc1N1CCN(C(=O)[C@@H]2Cc3c[nH]c4cccc(c34)[C@H](CC(C)C)N2)CC1	8	-12%	u	u	-6%	u	i

(further entries)
SMILES	IP6K1 inhibitor	FLuc inh	HEK293 tox	SNCA expr inh	HEK293 viab	NIH3T3 tox	GPT2 inh
COc1cc(CN(C(=O)c2oc3ccccc3c2C)C2CCS(=O)(=O)C2)cc(OC)c1OC (stereo not given)	-9	x	x	u	-19%	x	x
Cc1ccccc1-c1nc2c3c(-c4ccccc4)c(-c4ccccc4)oc3ncn2n1	-7	x	x	20%	-4%	x	x
CCCN(CCC)C(=O)Cn1c(=O)n(-c2cccc(OC)c2)c(=O)c2c3c(sc21)CCCC3	-11	x	x	17%	6%	x	x
CCOC(=O)c1c(NC(=O)c2noc3c2CC(C(C)(C)C)CC3)sc2c1CCCC2 (stereo not given)	6	x	x	-16%	8%	x	x
Cc1noc(C)c1S(=O)(=O)N1CCCCC1CCn1cccn1 (stereo not given)	-1	8%	-10%	34%[activator]	3%	-7%	i
NCCC1CCN(C(=O)Nc2ccccc2F)CC1	-1	2%	10%	12%	12%	i	-13%
CCOc1ccccc1NC(=O)Cn1ccn(-c2ccccc2)c(=O)c1=O	3	x	x	17%	-11%	x	x
COc1ccc(C(=O)N2CCCC3(C2)Nc2cccnc2NC3=NCc2ccccc2)cn1 (stereo not given)	14	5%	-8%	-4%	-11%	-13%	0%
Cn1nccc1-c1ccc2ncn(-c3ccc(F)cc3F)c(=O)c2n1	-6	-23%[172 µM]	63µM*	-16%[87.6 µM]	-17%[87.6 µM]	u	-7%[88.5 µM]
O=C(CCc1ccc(O)cc1)N[C@H]1CC[C@H](Nc2nccc(-c3cccnc3)n2)C1	24	0%	40µM*	u	-8%	50µM*	-24%
COc1ccc(-c2ccc3c(N)c(C(=O)NCc4ccc(Cl)cc4)sc3n2)cc1	-4	x	x	138%[activator]	14%	x	x
CN(C)C[C@@H]1CN(C)C[C@H]1NC(=O)Cc1cccc(Cl)c1	8	3%	-27%	-6%	3%	-7%	3%
COc1ccc(OCC(=O)N2CCN(C(=O)c3cccc(OC)c3OC)CC2)cc1	28	x	x	11%	-1%	x	x
NC(=O)CN1C(=O)CO[C@H]2CN(Cc3ccccc3F)C[C@H]21	-7	-6%[172 µM]	i	14%[87.6 µM]	-1%[87.6 µM]	i	-13%[88.5 µM]
O=C(c1ccc(F)cc1)N1CCN(c2ccc3nnc(C4CC4)n3n2)CC1	5	x	-7%	x	x	u	x
Cc1cccc(NC(=O)Nc2ccc(C)c(C)c2)n1	-8	x	x	117%[activator]	-8%	x	x
COc1ccc(-c2nc(CSCC(=O)N3CCN(c4ccccc4F)CC3)c(C)o2)cc1	0	x	x	u	u	x	x
CCn1nnc2c(N3CCOCC3)nc(-c3ccc(NC(=O)Nc4ccc(C(=O)N5CCN(C)CC5)cc4)cc3)nc21	7	x	x	-2%	u	x	i
CC1=C(C(=O)OCc2ccccc2)C(c2cccc(Cl)c2Cl)CC(=O)N1 (stereo not given)	-13	x	x	u	u	x	x
Cc1cccc(NC(=O)C[C@H]2NC(=O)c3ccccc3NC2=O)n1	-1	4%	-4%	-6%	5%	i	i
COc1ccccc1-c1cc2c(ccn2C(C)C)c(C(=O)NCc2c(C)cc(C)[nH]c2=O)n1	-16	-12%	u	25%	-10%	-5%	-3%
CN1C(=O)CC[C@]2(C(=O)NCc3ccc(F)c(Cl)c3)CCCC[C@@H]12	0	-5%	0%	6%	5%	-3%	1%
Cn1cc(CN2CCc3ccccc32)ccc1=O	-4	-17%	u	7%	u	u	-26%
CCOc1ccc(C(=O)OCc2cc(=O)n3cc(C)sc3n2)cc1	13	x	x	-2%	-16%	x	x
COc1cccc(NC(=O)C2(C)CN(C)Cc3ccc(NCc4ccccc4)nc32)c1 (stereo not given)	-5	-4%[172 µM]	u	-14%[87.6 µM]	-26%[87.6 µM]	40µM*	0%[88.5 µM]
C#CCNC(=O)c1cc(-c2ccc(OC)cc2)nc2c1cnn2C	-10	x	u	x	x	50µM*	x
O=C(CSc1cn(CCNC(=O)c2c(F)cccc2F)c2ccccc12)Nc1ccc2c(c1)OCCO2	13	x	x	-24%	-22%	x	x
O=C1NC(=O)C(=Cc2ccc3nccnc3c2)S1	x	x	x	10%[25.6 µM]	2%[23.9 µM]	x	i
COC(=O)CC1C(=O)NCCN1C(=O)c1n[nH]c2c1CCCC2 (stereo not given)	-8	-7%	4%	1%	-10%	-3%	-14%
O=C1CCN(C(=O)c2cc3ccccc3[nH]2)CCCCCCN1	-9	u	-3%	51%[activator]	-9%	-14%	-11%
O=C(O)CCC(=O)N1Cc2[nH]cnc2C[C@H]1C(=O)NC1CCCCC1	-3	-3%[172 µM]	i	1%[87.6 µM]	5%[87.6 µM]	3%[174 µM]	1%[88.5 µM]
Fc1ccc(C2Cn3nnc(-c4nc(-c5ccccc5Br)no4)c3CO2)cc1 (stereo not given)	-21	u	u	37%	-1%	-32%	-6%
COc1cccc2c1OCC(C(=O)N1CCC(c3noc(C)n3)CC1)C2 (stereo not given)	26	-4%	-5%	-18%	-18%	-25%	u
COc1ccc(CN2C(=O)N(c3cccc(C(F)(F)F)c3)C(=O)[C@@H]3[C@H]2CCN3C(=O)C(C)(C)C)cc1	0	-5%	-6%	10%	10%	-7%	3%
Cc1ccc2nc(Nc3ccc(C)c(F)c3)c3nncn3c2c1	-14	x	x	-26%	-18%	x	x
CN(CCNC(=O)c1cc2cn(C3CC3)cc2s1)C1CCCCC1	1	-2%	i	-20%	5%	-11%	i
CN(Cc1ccc(F)cc1)C(=O)C(C)(C)C	-4	-5%[230 µM]	i	5%[87.6 µM]	17%[87.6 µM]	1%[174 µM]	2%[88.5 µM]
O=C(O)c1ccc(CN2CCC(N3CCCC(C(=O)N4CCCC4)C3)CC2)cc1 (stereo not given)	25	-5%	1%	u	4%	i	0%
O=C(O)CCCc1nc(-c2ccncc2)nn1C1Cc2ccccc2C1	20	-3%	i	14%	-12%	u	i
CN(Cc1ccccc1)Cc1nc2c(n1Cc1ccccc1)C(=O)N(Cc1ccccc1F)CCN2	-9	-2%	40µM*	-11%	-29%	u	i
COC1CN(c2cccc(F)c2)C12CCN(C(=O)NCC(C)C)CC2 (stereo not given)	11	-1%	u	10%	-5%	-27%	-6%
CCOc1ccc(CCNC(=O)c2ccc(C)c(-n3cnc4cccnc43)c2)cc1	9	x	x	12%	3%	x	x
CCCNC(=O)CN1C(=O)COc2ccc(S(=O)(=O)N3CCCC3)cc21	9	x	x	16%	-5%	x	x
CCOC(=O)C1=C(CS(=O)(=O)c2ccc(F)c(C)c2)NC(=O)NC1c1ccc(F)c(F)c1 (stereo not given)	-12	x	x	-4%	-29%	x	x
CCNC(=O)Nc1ccc([C@H]2OCC(=O)N(Cc3scnc3C)[C@@H]2CO)cc1	11	-3%[172 µM]	-16%[172 µM]	37%[activator][87.6 µM]	11%[87.6 µM]	-4%[174 µM]	4%[88.5 µM]
O=C(c1ccc(Cl)cc1)N1CCCC(C(=O)N2CCC(c3nc4ccncc4[nH]3)C2)C1 (stereo not given)	9	x	-5%	2%	6%	-15%	2%
c1ccc(-c2cc(CC3(NCc4ccco4)COC3)no2)nc1	11	1%[172 µM]	5%[172 µM]	-15%[87.6 µM]	-8%[87.6 µM]	5%[174 µM]	-1%[88.5 µM]
CNC(=O)c1cc(C2CC2)nc2c1c(C1CCN(C(C)=O)C1)nn2C (stereo not given)	-5	x	i	x	x	2%	x
COc1ccc(NC(=O)C2CCC(CNS(=O)(=O)c3cccc4nsnc34)CC2)cc1OC (stereo not given)	-15	x	x	-7%	-13%	x	x
Cn1cnc(S(=O)(=O)N2CCC(c3noc(-c4ccccn4)n3)C2)c1 (stereo not given)	1	10%	-1%	6%	15%	i	-11%
C#CCOc1c(Br)cc(C2C(C(=O)OC)=C(C)NC3=C2C(=O)c2ccccc23)cc1OCC (stereo not given)	-9	x	x	15%	u	x	x
Cc1nc2nc(SCC(=O)NCCc3ccc(Cl)cc3)nn2c(C)c1Cc1ccccc1	28	x	x	44%[activator]	11%	x	x

Compound activity: PubChem, National Center for Advancing Translational Sciences (NCATS)

An excerpt, so the mix of outcomes need not match the whole.
